Compound activity deposited in PubChem BioAssay by Broad Institute.
RAD52 anneal inh – RAD52 (human) annealing inhibition; inhibition, % at 18.7 µM; 360,000 tested, 0.46% active; recombinant RAD52 DNA annealing, FRET fluorescence; P43351;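 active = every replicate showing at least 50% inhibition; inconclusive = mean inhibition at least 50% but not in every replicate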
Target sequence (P43351 whole entry, looked up): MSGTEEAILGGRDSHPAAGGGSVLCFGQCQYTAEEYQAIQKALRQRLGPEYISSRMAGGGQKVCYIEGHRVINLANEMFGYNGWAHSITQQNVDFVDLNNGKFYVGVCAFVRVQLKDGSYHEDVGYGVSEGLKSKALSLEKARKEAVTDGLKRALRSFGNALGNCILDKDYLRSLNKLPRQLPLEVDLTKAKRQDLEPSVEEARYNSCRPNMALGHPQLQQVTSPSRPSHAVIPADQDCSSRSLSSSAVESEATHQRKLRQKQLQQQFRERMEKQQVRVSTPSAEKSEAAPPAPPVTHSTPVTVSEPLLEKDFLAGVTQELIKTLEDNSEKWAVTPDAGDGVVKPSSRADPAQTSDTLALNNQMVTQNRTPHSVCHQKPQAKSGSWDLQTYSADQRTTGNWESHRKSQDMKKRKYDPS
RAD54 inh – inhibitors of human RAD54 branch migration. Q92698. RAD54 Holliday junction branch migration, FAM/BHQ fluorescence. inhibition, % at 10.4 µM. 360,000 tested, 0.14% active;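 active = mean normalized replicate activity at least 40 and at least half of replicates scoring 40 or more; inconclusive = only one of the two criteria met; inactive = mean below 40 and under half of replicates reaching 40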;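 also: 0% = median of neutral control wells and 100% = median of positive control wells; inhibitors cause a drop in the FAM fluorescence signal; in these data hits start at about 50%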
GSIS activator – GLuc luminescence reporter in INS-1E cells, primary screen for activators of glucose-dependent secretion of insulin; INS-1E GLuc reporter insulin secretion, 2-3 h; activation, % at 16.6 µM; 370,000 tested, 0.61% active; AID 743287;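 active = lowest replicate activation of at least 40%, so every replicate reaches that level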;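 also: 0% = median of neutral control wells and 100% = median of IBMX positive control wells; some compounds called inactive have numbers as strong as hits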
XiGFP reactiv – activators of X-chromosome reactivation in mouse fibroblasts; XiGFP mouse fibroblasts, % GFP-positive cells imaging, 3 d; cells co-treated with 5-aza-dC sensitizer; scaled so ellipticine positive control = 100%; activation, % at 7.58 µM; 360,000 tested, 0.055% active;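 active = mean normalized replicate activation at least 10% and every replicate at or above 10%; inconclusive = only one of the two criteria met; inactive = mean below 10% and not all replicates reach 10%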;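 also: 0% = median of on-plate neutral control wells and 100% = ellipticine 6 µM median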
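System: 68-5-11 XiGFP fibroblast line | Buffer or medium: DMEM containing 5-aza-dC | Compound: Single point | Times: Compounds 3 days, fix/stain 15 min at room temperature | Benchmarks: Positive control ellipticine, 6 µM final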
DENV2 CPE rescue – protects cells from dengue virus 2 cytopathic effect | CPE inhibition, % at 9.99 µM | 350,000 tested, 1.7% active | DENV2-infected cells, cytopathic effect rescue, plate reader; in the data active = CPE inhibition above about 20%, passing the limit was not always enough; inconclusive = no clear call, values can overlap the other calls; tested in BHK-21 cells;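 also: 0% = median of neutral control wells and 100% = median of positive control wells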
CASP6 VEID inh – blocks human caspase-6 cleavage activity. 350,000 tested, 0.53% active. P55212. AID 686996. purified caspase-6, Z-VEID-R110 cleavage fluorescence. inhibition, % at 12.5 µM;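 active = mean inhibition across replicates at least about 35%, with every replicate also reaching that limit, limit read from the data; inconclusive = only one of the two criteria met; inactive = neither criterion met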;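 also: 0% = median of neutral control wells and 100% = no fluorescence left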
E-selectin induc – E-selectin induction on HUVECs; HUVEC E-selectin immunofluorescence imaging; normalized: neutral wells 0, TNF-alpha wells 100; activation, % at 7.58 µM; 260,000 tested, 0.37% active; AID 686992;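 active = mean E-selectin-positive cell signal at least 10% of the positive control, reached in at least 60% of replicates, without over 20% cell loss; inconclusive = no rule given, readout overlaps actives, possibly toxicity-flagged; inactive = the rest, including those meeting only one limit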;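 also: in these data hits start at about 27%; measured in HUVEC primary endothelial cells; signal is the percent of cells scored E-selectin positive by PE staining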
Target sequence (P16581 whole entry, looked up): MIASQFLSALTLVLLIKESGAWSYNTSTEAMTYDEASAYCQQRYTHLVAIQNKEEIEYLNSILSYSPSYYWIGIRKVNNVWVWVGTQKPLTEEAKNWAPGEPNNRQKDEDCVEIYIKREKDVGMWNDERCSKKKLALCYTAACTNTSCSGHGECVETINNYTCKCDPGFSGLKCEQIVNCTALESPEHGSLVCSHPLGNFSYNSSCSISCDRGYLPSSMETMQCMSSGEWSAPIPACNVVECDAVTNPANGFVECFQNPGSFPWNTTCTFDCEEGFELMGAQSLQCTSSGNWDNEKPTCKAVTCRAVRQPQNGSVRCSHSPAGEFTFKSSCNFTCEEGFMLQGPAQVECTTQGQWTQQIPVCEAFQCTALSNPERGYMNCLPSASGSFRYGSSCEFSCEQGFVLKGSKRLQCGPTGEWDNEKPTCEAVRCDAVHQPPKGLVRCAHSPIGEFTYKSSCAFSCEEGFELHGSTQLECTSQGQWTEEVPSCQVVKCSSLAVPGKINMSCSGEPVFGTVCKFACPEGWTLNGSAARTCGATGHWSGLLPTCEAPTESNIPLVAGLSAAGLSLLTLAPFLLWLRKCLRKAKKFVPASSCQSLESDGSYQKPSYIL
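assay system = HUVEC, human umbilical vein endothelial cells | input = 3,000 HUVEC seeded per well | medium = EGM-2 growth medium on 0.1% gelatin-coated wells | dosing = one compound dose added by pin transfer | signal = immunofluorescence imaging | read-out basis = % PE-positive cells | control set = TNF-alpha, DMSO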
CFTR F508del cor – correctors of CFTR F508del function in bronchial epithelial cells | CFBE cells, YFP halide quenching; stimulated with forskolin plus potentiator P3; % fluorescence drop versus neutral controls | activity (quench increase), % at 7.58 µM | AID 720511 | 350,000 tested, 0.36% active;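 active = mean added fluorescence quench of at least 8% versus neutral control, with both replicates also reaching 8%; inconclusive = only one of the mean or replicate conditions met; inactive = mean below 8% and not both replicates reaching 8%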;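 also: cells transiently co-express mutant CFTR-F508del with the halide-sensitive YFP; corrector assay measuring rescue of mutant channel to the surface after 24 h compound exposure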
* hit, by the source's call; ? = inconclusive; . = not tested or not shown; & = joins results of further samples.

SMILES	RAD52 anneal inh	RAD54 inh	GSIS activator	XiGFP reactiv	DENV2 CPE rescue	CASP6 VEID inh	E-selectin induc	CFTR F508del cor
O=S1(=O)CC(N2CCN(CCO)CC2)CN1Cc1cn(Cc2cccc(Cl)c2)nn1 (stereo not drawn)	4	.	19	0.0	8	0	4.1	-1.6
Clc1cccc(-c2ccc3ncnc(NCc4cccs4)c3c2)c1	-20	-1	.	-0.1	-11	0	-0.1	-2.5
Cc1cc2nc(-c3cccc(Br)c3)c(Cc3ccsc3)n2c(C)c1Br	-19	.	-5	0.3	-6	1	0.1	1.1
CCCC(=O)NC(=S)Nc1ccc(S(=O)(=O)Nc2ccc(OCC)cc2)cc1	.	-2	-32	-0.1	.	.	0.4	.
O=S(=O)(c1ccccc1F)N1CCCCN2[C@@H](CO)[C@@H](c3ccc(-c4cccnc4)cc3)[C@@H]2C1	-6	2	-26	0.1	-11	-2	0.1	0.8
Cc1cc(OCc2cc(C(=O)N(C)Cc3nonc3C)no2)cc(C)c1Cl	-5	14	-25	0.0	-1	4	3.9	4.5
CCNc1nc(-c2sc(NC(=O)C(C)(C)C)nc2C)c(-n2cc(-c3ccccc3)nn2)s1	-18	.	-12	0.4	0	1	0.1	2.5
O=c1cc(O)c2sc(Nc3ccc(Cl)c(F)c3)nc2[nH]1	-31	1	-14	-0.1	1	1	.	0.1
COC(=O)[C@]12C[C@H](CC(=O)NCCCN3CCCC3=O)C(=O)N(Cc3ccccc3)C1=C[C@H](C(C)(C)C)O[C@@H]2C	0	.	.	0.0	-8	-2	-0.2	1.0
CCNC(=O)C[C@@H]1CC[C@@H](NC(=O)C2CC2)[C@H](CO)O1	-2	0	2	0.5	2	1	-0.5	-2.6
O=C(C[C@H]1C[C@H]2c3cc(NS(=O)(=O)c4ccccc4)ccc3O[C@H]2[C@H](CO)O1)NC1CCCC1	-6	-2	-10	0.0	6	1	-0.7	-2.8
CCCCOc1ccc(/C=C2/Sc3ccccc3C2=O)cc1	-50	-24	-3	.	.	-1	.	.
Cc1ccc(-c2ccc(CO)o2)cc1N	-17	.	14	0.0	4	0	.	1.5
O=C(C1CC1)N1CCN(Cc2ccccc2)CC1	-11	.	1	0.2	-2	0	.	2.0
Cc1ccc(-n2nc3c(=O)n(CCCC(=O)NCc4ccccc4C)nc(C)c3c2C)cc1	-5	-2	-5	0.1	-2	-1	.	3.1
CN(Cc1ccccc1)C(=O)c1[nH]cnc1C(=O)Nc1ccccc1	-30	-4	7	0.0	-11	1	0.6	1.2
CSc1ccc(/C=C/C(=O)Nc2ccccc2)cc1	-15	-9	4	0.5	?	2	-1.8	3.4
COc1cc2c(C(=O)O)c(C)n(-c3ccccc3)c2c2ccccc12	-28	3	5	-0.2	10	0	3.7	1.3
CC1CCN(C(=O)C2CCCN(S(=O)(=O)c3cccc4nsnc34)C2)CC1 (stereo not drawn)	-13	3	-6	0.1	1	0	.	-0.2
O=C1CN(C(=S)Nc2ccccc2Cl)CCN1	-8	3	-5	0.2	-2	0	.	0.5
O=C(C1CCCN1S(=O)(=O)c1cccc2nsnc12)N1CCCCC1 (stereo not drawn)	-9	-7	17	-0.2	-2	-2	-0.3	-1.9
COc1cccc(S(=O)(=O)N(C)C[C@@H]2OCc3cnnn3CCCC(=O)N([C@@H](C)CO)C[C@H]2C)c1	-11&-7	-2&-1	3&-5	-0.1&-0.3	-1&-5	4&-1	1.0	0.9&0.5
O=C(NN=Cc1ccccc1Cl)c1ccccc1	-7	11	.	0.2	-9	.	0.2	4.3
COc1cc(NC(=O)CCc2c(C)[nH]c(=O)c(C#N)c2C)cc(OC)c1	-12	1	6	0.0	-2	-2	.	1.5
Cc1ccccc1NC(=O)Nc1nc(C(N)C2CCCCC2)cs1 (stereo not drawn)	-22	7	.	0.1	?	-1	0.5	-0.1
CCOc1ccc(CCN2C(=S)N([C@@H](CC(C)C)CN3CCCC3CN3C(=S)NC[C@@H]3CC(C)C)C[C@@H]2CC(C)C)cc1 (stereo partly drawn)	-8	0	-20	0.0	6	-1	-0.1	2.3
CCCCNc1nc(Nc2ccc(C)c(Cl)c2)c2cnn(C)c2n1	-1	1	5	0.0	-2	-1	0.0	-2.8
COc1cccc(CN2CC(C(=O)N(C)CCCC3CCCC3)CCC2=O)c1 (stereo not drawn)	-10	-8	-9	0.1	11	-3	.	0.2
C[C@@H]1CCCCO[C@@H](CN(C)CC2CCCCC2)[C@@H](C)CN([C@@H](C)CO)C(=O)c2cc(NC(=O)NC3CCCCC3)ccc2O1	.	2	-14	0.1	-10	.	1.3	-1.2
COc1ccc2c3c(n(C)c2c1)[C@H](CO)N(CC1CC1)CC31CCN(Cc2ccc(F)cc2)CC1	8	.	1	0.3	1	-9	-0.5	0.8
COc1ccc([C@H]2/C=C\CN(Cc3ccc(N(C)C)cc3)[C@@H](C)C(=O)N2Cc2ccc(F)cc2)cc1	-19	-5	5	0.0	-9	0	0.0	-3.2
O=C(O)c1ccc(N2CCc3ccccc32)c([N+](=O)[O-])c1	2	0	-42	0.0	3	.	0.6	-0.9
Cc1ccc(NC(=O)CS(=O)CC(=O)N(c2ccccc2F)C(C)C(=O)NC2CCCC2)cc1 (stereo not drawn)	-22	1	-5	0.0	-3	.	.	0.8
CC(=O)Nc1cc([N+](=O)[O-])ccc1OCc1ccccc1	-11	1	-6	0.0	4	-2	.	1.3
C[C@H](CO)N1C[C@H](C)[C@H](CN(C)Cc2ccccc2)OCc2ccccc2-c2ccccc2C1=O	13	2	5	0.2	-9	-1	0.0	-1.8
Cc1ccc(NC(=O)C2(C)CCN2C(=O)CC(c2ccccc2)c2ccccc2)cc1 (stereo not drawn)	-12	2	-48	0.2	-12	-1	-0.2	-0.9
C[C@H]1CN([C@@H](C)CO)C(=O)Cc2cc(NC(=O)CCCN(C)C)ccc2O[C@@H]1CN(C)Cc1ccc(-c2ccccc2)cc1	49	20	39	-1.1	0	0	.	1.9
C[C@H](CO)N1C[C@H](C)[C@H](CN(C)C(=O)c2ccncc2)Oc2ncc(C#CC3CCCCC3)cc2C1=O	7	-12	7	0.2	5	-1	0.0	0.6
CCOc1cc(N2CCOCC2)c(OCC)cc1NC(=O)COC(=O)[C@@H]1CCCN1S(=O)(=O)c1ccccc1F	-10	.	2	-0.1	0	0	.	-2.8
CCOc1ccc(-n2c(SCC(=O)Nc3ccc(OC)cc3)nc3sc4c(c3c2=O)CCN(C)C4)cc1	-32	4	-15	-0.1	7	13	2.4	0.8
Cc1ccc(S(=O)(=O)Nc2ccc3c(c2)CC(=O)N([C@@H](C)CO)C[C@@H](C)[C@H](CN(C)S(=O)(=O)c2cccs2)O3)cc1	-5	0	-25	0.0	15	3	0.0	-2.5
O=S(=O)(NCC(c1ccco1)N1CCOCC1)c1ccc(Cl)cc1 (stereo not drawn)	0	-6	.	0.2	1	-1	.	3.4
COc1cccc(CNC(=O)C[C@@H]2C=C[C@H](NS(=O)(=O)c3ccccc3OC)[C@H](CO)O2)c1	-3	2	0	0.1	-1	12	0.9	3.4
Cc1nn(Cc2ccccc2)c(C)c1/C=N/NC(=O)c1ccccc1O	-14	.	.	0.0	?	0	0.3	-1.3
Cc1ccccc1NC(=O)C1CCC(=O)N1 (stereo not drawn)	0	3	9	0.1	1	-1	.	-0.6
Cc1ccc(NC(=O)Cc2ncon2)cc1Cl	-16	.	-22	-0.1	-3	-1	.	0.3
C[C@H](CO)N1C[C@H](C)[C@@H](CN(C)C(=O)Nc2ccc3c(c2)OCO3)Oc2cc(C#Cc3cccnc3)ccc2S1(=O)=O	7	2	-18	-0.4	-8	-4	-0.3	.
Cc1onc(-c2ccccc2)c1C(=O)c1c[nH]c(C(=O)NCCCN2CCOCC2)c1	-4	.	6	0.0	0	-2	-0.2	-0.5
COc1ccc(CC(=O)Nc2sc3c(c2C#N)CC(C)(C)NC3(C)C)cc1OC	-24	-7	17	0.0	10	2	.	2.7
COc1cc(OC)cc(C(=O)NCC(=O)OC(C)C(=O)NC(C)C2CC3CCC2C3)c1 (stereo not drawn)	-13	-11	-22	0.0	-4	1	-0.3	-1.7
Cc1ccc(NC(=O)CN2CCC(NC(=O)c3ccccc3F)CC2)cc1C	-10	-9	-6	0.1	16	-2	-0.1	0.1
CC(=O)CCc1c(C)nc2ccc(C)cc2c1Cl	-18	.	0	0.0	7	-1	.	2.3
COC(=O)c1ccc(CN2CCCC(CNC(=O)Cc3ccc(OC)cc3)C2)cc1 (stereo not drawn)	-19	8	.	-0.1	0	-1	.	2.2
O=C(COC(=O)c1ccco1)NCc1ccc(Cl)cc1Cl	-18	2	.	0.2	-7	2	0.8	0.7

Compounds listed so far with an aryl methoxy group:
SMILES	RAD52 anneal inh	RAD54 inh	GSIS activator	XiGFP reactiv	DENV2 CPE rescue	CASP6 VEID inh	E-selectin induc	CFTR F508del cor
COc1cc2c(C(=O)O)c(C)n(-c3ccccc3)c2c2ccccc12	-28	3	5	-0.2	10	0	3.7	1.3
COc1cccc(S(=O)(=O)N(C)C[C@@H]2OCc3cnnn3CCCC(=O)N([C@@H](C)CO)C[C@H]2C)c1	-11&-7	-2&-1	3&-5	-0.1&-0.3	-1&-5	4&-1	1.0	0.9&0.5
COc1cc(NC(=O)CCc2c(C)[nH]c(=O)c(C#N)c2C)cc(OC)c1	-12	1	6	0.0	-2	-2	.	1.5
COc1cccc(CN2CC(C(=O)N(C)CCCC3CCCC3)CCC2=O)c1 (stereo not drawn)	-10	-8	-9	0.1	11	-3	.	0.2
COc1ccc2c3c(n(C)c2c1)[C@H](CO)N(CC1CC1)CC31CCN(Cc2ccc(F)cc2)CC1	8	.	1	0.3	1	-9	-0.5	0.8
COc1ccc([C@H]2/C=C\CN(Cc3ccc(N(C)C)cc3)[C@@H](C)C(=O)N2Cc2ccc(F)cc2)cc1	-19	-5	5	0.0	-9	0	0.0	-3.2
CCOc1ccc(-n2c(SCC(=O)Nc3ccc(OC)cc3)nc3sc4c(c3c2=O)CCN(C)C4)cc1	-32	4	-15	-0.1	7	13	2.4	0.8
COc1cccc(CNC(=O)C[C@@H]2C=C[C@H](NS(=O)(=O)c3ccccc3OC)[C@H](CO)O2)c1	-3	2	0	0.1	-1	12	0.9	3.4
COc1ccc(CC(=O)Nc2sc3c(c2C#N)CC(C)(C)NC3(C)C)cc1OC	-24	-7	17	0.0	10	2	.	2.7
COc1cc(OC)cc(C(=O)NCC(=O)OC(C)C(=O)NC(C)C2CC3CCC2C3)c1 (stereo not drawn)	-13	-11	-22	0.0	-4	1	-0.3	-1.7
COC(=O)c1ccc(CN2CCCC(CNC(=O)Cc3ccc(OC)cc3)C2)cc1 (stereo not drawn)	-19	8	.	-0.1	0	-1	.	2.2

Random draw from the library; 3.7% or so of the library scored in one or more.
